# MazF activator: activators of E. coli MazEF toxin-antitoxin RNase, primary screen, biochemical, fluorescence, uHTS. hit rate 0.32% among 350,000. FAM/BHQ RNA-DNA oligo cleavage fluorescence, 5 h. activation, % at 20 µM. Endoribonuclease toxin MazF (Escherichia coli (strain K12)), P0AE70; in the data active means activation above about 50%
# Target sequence (P0AE70 whole entry, looked up): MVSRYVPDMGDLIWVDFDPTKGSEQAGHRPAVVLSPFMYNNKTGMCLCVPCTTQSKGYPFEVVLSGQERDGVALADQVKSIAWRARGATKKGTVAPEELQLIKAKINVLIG
# GDH-TPI counter: GDH-TPI coupling enzyme inhibitors, primary screen, artefact control for M. tuberculosis FBA inhibitor project, biochemical, absorbance, full deck. GDH-TPI coupled enzyme counterscreen, NADH absorbance. inhibition, % at 4.8 µM. hit rate 1.2% among 360,000; in the data active means inhibition above about 30%;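 further: 0% = DMSO wells and 100% = wells lacking the enzyme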
# 3CLpro inhibitor: SARS-CoV 3CLpro protease inhibitors, primary screen, biochemical, quenched FRET; Replicase polyprotein 1ab (Severe acute respiratory syndrome coronavirus), P0C6X7; recombinant SARS-CoV 3CLpro, quenched FRET peptide cleavage; inhibition, % at 6 µM; hit rate 0.14% among 290,000; AID 1706, 2009; in the data active means inhibition above about 12%
# DUSP3 inh: VHR1 phosphatase inhibitors, primary screen, biochemical, absorbance, uHTS. hit rate 0.52% among 290,000. inhibition, % at 13.3 µM. AID 1654, 2009. recombinant VHR phosphatase, pNPP absorbance. Dual specificity protein phosphatase 3 (Homo sapiens), P51452; in the data active means inhibition above about 50%; further: some compounds called inactive have numbers as strong as hits
# Rv3671c inh: Rv3671c serine protease inhibitors, primary screen, biochemical, fluorescence polarization, M. tuberculosis H37Rv | P9WHR9 | inhibition, % at 5.96 µM | hit rate 0.048% among 320,000 | AID 2606, 2010; in the data active means inhibition above about 38%;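 further: extracellular domain of Rv3671c used as enzyme; 0% = enzyme with DMSO and 100% = no enzyme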
# Target sequence (P9WHR9 whole entry, looked up, the tested form may be a part): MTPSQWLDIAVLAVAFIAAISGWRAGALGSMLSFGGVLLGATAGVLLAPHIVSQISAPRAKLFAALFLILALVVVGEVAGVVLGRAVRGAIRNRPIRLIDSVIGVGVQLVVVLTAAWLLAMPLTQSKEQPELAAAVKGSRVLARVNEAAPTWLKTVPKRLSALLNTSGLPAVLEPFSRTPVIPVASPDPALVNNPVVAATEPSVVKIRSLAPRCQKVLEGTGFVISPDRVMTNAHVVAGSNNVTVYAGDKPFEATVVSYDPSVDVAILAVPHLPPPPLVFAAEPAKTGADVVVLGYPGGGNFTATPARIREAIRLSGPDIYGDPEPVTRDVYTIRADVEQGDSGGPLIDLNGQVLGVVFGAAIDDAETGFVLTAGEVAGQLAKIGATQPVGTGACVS
# BH1578 lux ind: inducers of Vibrio cholerae quorum light production without autoinducers, primary screen, BH1578 luxS cqsA deficient, single point; V. cholerae BH1578 lux reporter, luminescence, 6 h; activation, % at 18.7 µM; hit rate 0.16% among 350,000; in the data active means activation mostly above about 9.7%, no sharp cut-off; further: not every result past the cut was called active; inactives centre near 0; reference of the scale not given here
# Mtb FBA inh: Mtb FBA enzyme inhibitors, primary screen, biochemical, fluorescence, strain H37Rv; Fructose-bisphosphate aldolase (Mycobacterium tuberculosis (strain ATCC 25618 / H37Rv)), …; purified M. tuberculosis FBA, fluorescence read-out; inhibition, % at 1 µM; hit rate 2.3% among 360,000; in the data active means inhibition above about 27%;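 further: 0% = vehicle and 100% = reference inhibitor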
# Mtb UGM inh: M. tuberculosis UGM enzyme inhibitors, primary screen, biochemical, fluorescence polarization, single point; AID 504406, 2011; inhibition, % at 10 µM; hit rate 0.06% among 320,000; purified UGM, fluorescence polarization probe displacement; in the data active means inhibition above about 10%, passing the limit was not always enough
# Target sequence (P9WIQ1 whole entry, looked up): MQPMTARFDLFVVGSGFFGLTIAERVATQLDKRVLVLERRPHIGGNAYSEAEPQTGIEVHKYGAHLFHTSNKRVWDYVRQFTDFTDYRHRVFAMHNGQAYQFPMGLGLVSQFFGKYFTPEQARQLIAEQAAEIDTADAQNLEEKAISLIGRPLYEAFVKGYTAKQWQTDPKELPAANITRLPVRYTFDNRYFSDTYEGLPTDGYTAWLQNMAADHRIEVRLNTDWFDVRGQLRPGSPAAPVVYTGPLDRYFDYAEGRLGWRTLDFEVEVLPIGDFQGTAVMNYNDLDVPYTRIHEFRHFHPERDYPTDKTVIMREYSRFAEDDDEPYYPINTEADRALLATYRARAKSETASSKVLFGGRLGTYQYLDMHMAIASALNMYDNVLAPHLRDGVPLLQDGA
# Mtb BioA inh: M. tuberculosis BioA enzyme inhibitors, primary screen, biochemical, plate reader, single point, HTS; 7,8-diaminopelargonic acid synthase BioA (Mycobacterium tuberculosis); purified M. tuberculosis BioA enzyme; inhibition, % at 9.99 µM; hit rate 0.096% among 360,000; AID 602481, 2012; in the data active means inhibition above about 40%
# SSB-PriA inh: inhibitors of Klebsiella pneumoniae PriA binding to SSB C-terminal tail, primary screen, biochemical, AlphaScreen; inhibition, % at 33 µM; AID 1272365, 2023; hit rate 0.6% among 430,000; AlphaScreen SSBct-PriA binding, biotinylated peptide; PriA–SSB C-terminal tail interaction (Klebsiella pneumoniae); in the data active means inhibition mostly above about 37%, no sharp cut-off; inactive means mostly below about 20%;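 further: plate controls were negative control peptide for no effect and reference peptide for full effect; strong numbers were not always called active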
# An asterisk follows results filed as active; i = inactive; x = not tested or not shown; & = joins results of further samples.
SMILES,MazF activator,GDH-TPI counter,3CLpro inhibitor,DUSP3 inh,Rv3671c inh,BH1578 lux ind,Mtb FBA inh,Mtb UGM inh,Mtb BioA inh,SSB-PriA inh
Cc1cc([N+](=O)[O-])ccc1NC(=O)C[n+]1ccc(N(C)C)cc1,-1,3,1,24,-1,-0.7,0,0.2,x,8
C=CCN(C(=O)Cn1c(C(=O)OC)cc2oc(C)cc21)c1ccccc1,-4,12,4,24,-5,i,-3,0.3,-1.5,-2
CCCOc1ccc(NC(=O)CC2C(=O)N(CC)C(=S)N2CCNC(C)=O)cc1 (centres undefined),6,-4,-1,40,0,i,0,2.0,x,-14
O=C(c1ccccc1)c1cc[n+]([O-])cc1,1,7,-1,25,-1,i,-1,1.4,2.6,-5
O=C(O)CC(Cn1cnnn1)c1ccccc1 (centres undefined),10,-1,-6,-41,-3,i,3,-0.8,-0.6,3
Cn1nnnc1SCC(=O)N1CCN(C(=O)c2ccco2)CC1,5,-6,1,14,-5,i,-1,-1.9,x,5
COc1ccccc1-c1nnc(SCC(=O)Nc2oc(C)c3c(C)n[nH]c(=O)c23)n1C,8,4,x,x,4,-1.0,4,3.5,-2.7,-2
Cc1ccc(-c2nc(CN(C)C(C3CC3)C3CC3)c(C)o2)cc1,21,-2,-4,-5,-6,-0.3,3,5.6,-0.2,-8
COc1ccc(C2=C(C=Nc3c(C)n(C)n(-c4ccccc4)c3=O)C(c3ccccc3C)c3ccccc3O2)cc1OC (centres undefined),4,13,5,2,0,i,3,0.7,-2.4,19
Cc1ccc(-n2ncc(C(=O)N3CCN(C(=O)c4ccco4)CC3)c2C2CCN(C(=O)OC(C)(C)C)CC2)cc1C,2,4,3,7,8,i,-2,-1.6,-0.9,-2
COc1ccc(S(=O)(=O)NCCSCc2cccs2)cc1,-1,0,4,3,-5,i,-2,0.8,2.1,-16
O=C(CNc1cccc2ccccc12)N/N=C/c1ccc(C(=O)O)cc1,8,8,3,47,-1,-0.1,3,0.2,2.0,x
OCC[C@@H]1C[C@@H](O)[C@H](O)[C@@]2(CCCCO2)O1,7,7,x,x,0,i,-1,-2.1,-1.9,-9
CC(C)(O)C#Cc1ccc(C(=O)N2CCN(c3ccc(F)cc3)CC2)cc1,-26,-1,6,48,-7,-0.4,5,-0.7,x,-7
O=C(NNc1cccc(Cl)n1)c1ccccc1CC[N+](=O)[O-],6,-1,0,18,3,-1.8,2,-2.8,-0.9,-10
CC(=O)c1ccc(OCC(=O)Nc2ccc(N3CCCCC3)cc2)cc1,-3,2,x,x,-6,i,-2,-0.4,-1.0,16
O=C(c1ccccc1)c1ccc(OCCCN2CCCC2)cc1,8,4,0,-1,11,-0.4,4,0.3,-1.4,-1
C=CCNC(=O)NC(=O)COC(=O)c1ccccc1Sc1ccc(C(F)(F)F)cc1[N+](=O)[O-],6,4,2,-2,9,3.6,-1,-1.8,x,4
COc1ccc(CN2C[C@@H](CO)O[C@@H](n3cnc4c(NCCN(C)C)ncnc43)C2)cc1,x,12,x,x,x,-2.5,1,x,-0.3,x
COC(=O)C1CN(C(=O)COc2ccc(Cl)c(C)c2)c2ccccc2O1 (centres undefined),-4,13,5,6,10,-6.2,2,-4.7,-0.6,-7
COc1ccc2nc(Nc3ccccc3OC)sc2c1,-3,4,3,15,3,i,2,-1.4,x,-4
COC(=O)CCC(C)C1CCC2C3C(OC(C)=O)CC4CC(O)CCC4(C)C3CC(O)C12C (centres undefined),11,-2,x,x,x,-0.4,21,x,5.2,x
OC1CCCN(Cc2ccc3ccc4cccc5ccc2c3c45)C1 (centres undefined),3,14,-1,27,-6,-0.5,6,-0.4,1.1,11
O=C(c1cc(-c2cccc(Cl)c2)on1)N1CCOCC1,1,5,0,40,5,i,2,-1.1,-2.0,-12
Cc1ccn2c(CN(C)CCn3nc(C)cc3C)c(C(=O)N3CCCCCC3)nc2c1,4,-1,5,7,-3,-0.1,4,-1.4,x,0

# An excerpt from above, showing only BH1578 lux ind, Mtb BioA inh and Mtb UGM inh.
mol	BH1578 lux ind	Mtb BioA inh	Mtb UGM inh
C=CCNC(=O)NC(=O)COC(=O)c1ccccc1Sc1ccc(C(F)(F)F)cc1[N+](=O)[O-]	3.6	x	-1.8
COc1ccc(CN2C[C@@H](CO)O[C@@H](n3cnc4c(NCCN(C)C)ncnc43)C2)cc1	-2.5	-0.3	x

# (cont.)
SMILES,MazF activator,GDH-TPI counter,3CLpro inhibitor,DUSP3 inh,Rv3671c inh,BH1578 lux ind,Mtb FBA inh,Mtb UGM inh,Mtb BioA inh,SSB-PriA inh
Cc1cccc(/C(N)=N/OC(=O)COc2ccc(Cl)c(C)c2)c1,2,0,3,9,-2,-0.4,2,-1.2,0.2,x
Nc1nc2ccccc2[nH]1,1,-2,-3,10,x,-1.2,0,-1.9,0.0,-4
COC(=O)c1sc2ccccc2c1-n1cccc1C(=O)C(=O)Nc1ccc(Cl)cc1,-18,18,1,20,-19,i,3,-0.2,-2.5,18
C=CCNC(=S)N/N=C(\C)c1ccc(-n2ccnc2)cc1,3,16,5,18,0,-0.3,-2,-1.1,x,x
COc1cc(OC)cc(C(=O)N2CCC(C(=O)N3CCOCC3)CC2)c1,1,-7,1,8,7,-0.2,1,0.4,x,-10
O=C(Nc1cccc(-c2ccc(N3CCOCC3)nn2)c1)c1cccc(Cl)c1,11,6,x,x,x,-0.4,3,x,5.4,x
Oc1c(Cl)c(Cl)c(Cl)c(Cl)c1Cl,-3,7,x,x,-3,i,-2,2.2,-1.4,-10
O=C(O)CC(C(=O)O)c1cn(Cc2ccccc2)c2ccccc12 (centres undefined),0,11,-2,14,0,i,2,-0.4,-0.1,-8
COc1ccc(C(C)=O)cc1Cn1c(C)c(C(=O)NCc2cccc(Cl)c2)sc1=O,x,-7,x,x,x,i,3,x,5.9,x
CC(=O)c1nc(N2C(=O)CC(Cc3cc(C)cc(C)c3)C2=O)sc1C (centres undefined),0,7,2,30,-6,i,0,-1.8,x,-10
O=C1NC(=O)C2(CCN(c3ccccc3)CC2)C(=O)N1,7,6,x,x,x,i,-3,x,x,-10
O=C(CN1C(=O)C2CC=CCC2C1=O)NCc1ccc2c(c1)OCO2 (centres undefined),5,7,-5,1,-4,i,2,1.9,x,-5
COc1cc(C(C)=O)ccc1OCC(O)CN(CCO)Cc1ccccc1 (centres undefined),1,-2,4,22,-7,i,1,-2.0,0.8,-2
COc1cccc(NC(=O)CN2C(=O)COc3ccc(S(=O)(=O)N4CCOCC4)cc32)c1,6,9,-1,34,-1,i,4,-0.7,-1.8,-4
COc1cc2c(cc1OC)C1C(=O)c3ccc4c(c3OC1CO2)CC(C(C)C)O4 (centres undefined),4,11,x,x,x,-3.8,5,x,-2.5,3
C=CCc1cc(/C=N/n2cnnc2)cc(OCC)c1O,1,13,0,25,6,-1.7,-1,3.5,-1.2,x
CC(=O)Oc1ccc(-c2cccc(C(=O)NCC(=O)O)c2)cc1,11,11,-6,23,-5,i,2,1.5,x,-1
Cc1noc(/C=C/N(C)C)c1S(=O)(=O)N1CCCC(C(=O)NC(C)c2ccccc2)C1 (centres undefined),2,37*,4,-1,-15,0.0,0,0.8,-1.1,-11
Cc1c(NC(=O)CSc2nncn2-c2ccccc2)c(=O)n(-c2ccccc2)n1C,8,10,x,x,11,i,2,-0.4,-1.3,2
Cc1ccc(-n2nc(C)c3cc(C(=O)O)sc32)cc1,-2,1,-3,6,-4,i,6,1.3,0.1,-8
O=c1[nH]c2ccccc2c(O)c1Cc1ccccc1,7,4,-4,17,-2,-0.4,12,4.2,x,-1
Cc1ccc(-c2ccc(=O)n(CC(=O)N3CCN(c4cccc(C)c4)C(C)C3)n2)cc1 (centres undefined),-6,10,0,35,-4,i,0,0.0,1.3,16
CSCc1ccc(C(=O)N2CCCC(Nc3ccc(F)cc3)C2)o1 (centres undefined),2,5,1,16,-3,-0.4,6,0.1,3.5,19
Nc1ccc(Nc2nc(-c3cccs3)cs2)cc1,5,9,3,35,3,-0.5,-1,-2.8,x,8
CCCn1c2ccccc2c2cnn(CC(=O)NC3CCN(Cc4ccccc4)CC3)c(=O)c21,8,7,-5,-2,2,i,8,0.3,0.3,-1
SMILES,MazF activator,GDH-TPI counter,3CLpro inhibitor,DUSP3 inh,Rv3671c inh,BH1578 lux ind,Mtb FBA inh,Mtb UGM inh,Mtb BioA inh,SSB-PriA inh
C/C(=N\N=C(N)N)c1ccc(Cl)cc1,12,2,-6,-2,-1,0.4,3,-2.0,x,x
CCn1c(-c2nn(C)c(C)c2Cl)n[nH]c1=S,8,0,1,16,2,-2.9,4,1.4,x,-7
Cc1nc2ccc(C(=O)NC(C)(C)C)cn2c1N(C)C(=O)CCc1ccccc1,x,3,x,x,x,-0.5,2,x,-1.6,x
CCCCCn1nc(C(=O)N(CC)c2c(N)n(CCCC)c(=O)[nH]c2=O)c2ccccc2c1=O,0,4,x,x,-2,i,0,3.7,0.6,-9
O=C(O)CCCN1C(=O)C2C3CCC(C3)C2C1=O (centres undefined),2,-10,x,x,x,i,-1,x,x,x
Nc1c(C(=O)Nc2ccccc2F)sc2nc(-c3ccco3)ccc12,24,32*,4,24,-10,i,40*,1.6,-1.0,6
O=C(COC(=O)c1ccc(S(=O)(=O)N2CCCC2)cc1)Nc1ccc(N2CCOCC2)cc1,13,-1,-2,21,4,-0.9,1,1.9,x,-1
Cc1ccc(F)cc1S(=O)(=O)NCc1ccc(N2CCN(C)CC2)cc1,-4,4,-2,-3,-1,i,4,-2.1,0.1,-7
COc1ccc(-n2nnnc2SCC(N)=O)cc1,2,-6,3,3,5,i,-4,4.9,-0.3,-6
C[C@H]1CN([C@@H](C)CO)C(=O)c2cc(C3=CCCCC3)cnc2O[C@@H]1CN(C)C(=O)Cc1ccccc1,0,1,x,x,x,i,1,x,0.8&1.6&2.2,x
CC(=O)Nc1ccccc1NC(=O)C/C(C)=N/NC(=O)c1ccncc1,2,10,0,-3,-2,i,1,0.6,x,x
Cc1cc(C)n(Cc2cc(C(=O)O)c3ccccc3n2)n1,10,4,-1,16,-2,2.6,8,3.3,0.2,1
Cc1cccn2c(=O)c3cc(C(=O)NC4CCCC4)c(=N)n(CCCN4CCOCC4)c3nc12,13,-1,-6,21,1,0.0,141*,4.1,0.6,8
O=C(COC(=O)c1ccccn1)Nc1cccnc1Cl,-3,-2,x,x,-6,-0.7,0,1.9,0.7,-5
COc1cc(OC)cc(C(=O)Nc2ccc(Nc3ccccc3)cc2)c1,18,8,0,13,4,-0.7,0,0.4,-0.7,45*
O=C(CCNC(=O)Cn1ccc2ccccc2c1=O)NCc1ccc(F)cc1Cl,3,7,0,22,6,-0.4,0,-0.2,x,-17

# Reprinted at random: 4 records from the list
SMILES,MazF activator,GDH-TPI counter,3CLpro inhibitor,DUSP3 inh,Rv3671c inh,BH1578 lux ind,Mtb FBA inh,Mtb UGM inh,Mtb BioA inh,SSB-PriA inh
O=C(CCNC(=O)Cn1ccc2ccccc2c1=O)NCc1ccc(F)cc1Cl,3,7,0,22,6,-0.4,0,-0.2,x,-17
COc1ccc(-n2nnnc2SCC(N)=O)cc1,2,-6,3,3,5,i,-4,4.9,-0.3,-6
CCCCCn1nc(C(=O)N(CC)c2c(N)n(CCCC)c(=O)[nH]c2=O)c2ccccc2c1=O,0,4,x,x,-2,i,0,3.7,0.6,-9
O=C(O)CCCN1C(=O)C2C3CCC(C3)C2C1=O (centres undefined),2,-10,x,x,x,i,-1,x,x,x

# Compound activity (PubChem)

# An excerpt. The share of hits here may be higher or lower than overall.
